High-throughput results: PubChem BioAssay, National Center for Advancing Translational Sciences (NCATS)
LDHA inh = blocks human lactate dehydrogenase A; purified LDHA, NADH/diaphorase-resazurin fluorescence; stronger effect = lower value; P00338; actives 0.15% (n = 480,000); AID 1347041; activity change, % (values are at about 110 or 230 µM); in the data active = activity change below about -30%; inconclusive = mostly about -25% to -30%;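 note: plate controls were DMSO wells for no effect and wells without enzyme for full effect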
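LDH5 2 nM; NADH 0.06 mM, pyruvate 0.2 mM; 200 mM Tris pH 7.4, EDTA, Tween-20; 5 min RT. Detection: diaphorase 0.133 mg/mL + resazurin 37 µM, fluorescence ex540/em590 at 0 and 20 min; normalized to enzyme-free and DMSO wells.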
Pol kappa inh = DNA polymerase kappa (human) inhibition; Q9UBT6; purified Pol kappa, fluorescent DNA synthesis assay, 10 min; Potency, µM (series often up to 107 µM), inactives show at the highest dose activity, negative = inhibition, hits mostly inhibitors; actives 0.53% (n = 400,000); AID 588579; note: potency is the fitted concentration of half-maximal effect; % is set by controls: 0 for no effect and ±100 for the full control effect
Target sequence (Q9UBT6 whole entry, looked up): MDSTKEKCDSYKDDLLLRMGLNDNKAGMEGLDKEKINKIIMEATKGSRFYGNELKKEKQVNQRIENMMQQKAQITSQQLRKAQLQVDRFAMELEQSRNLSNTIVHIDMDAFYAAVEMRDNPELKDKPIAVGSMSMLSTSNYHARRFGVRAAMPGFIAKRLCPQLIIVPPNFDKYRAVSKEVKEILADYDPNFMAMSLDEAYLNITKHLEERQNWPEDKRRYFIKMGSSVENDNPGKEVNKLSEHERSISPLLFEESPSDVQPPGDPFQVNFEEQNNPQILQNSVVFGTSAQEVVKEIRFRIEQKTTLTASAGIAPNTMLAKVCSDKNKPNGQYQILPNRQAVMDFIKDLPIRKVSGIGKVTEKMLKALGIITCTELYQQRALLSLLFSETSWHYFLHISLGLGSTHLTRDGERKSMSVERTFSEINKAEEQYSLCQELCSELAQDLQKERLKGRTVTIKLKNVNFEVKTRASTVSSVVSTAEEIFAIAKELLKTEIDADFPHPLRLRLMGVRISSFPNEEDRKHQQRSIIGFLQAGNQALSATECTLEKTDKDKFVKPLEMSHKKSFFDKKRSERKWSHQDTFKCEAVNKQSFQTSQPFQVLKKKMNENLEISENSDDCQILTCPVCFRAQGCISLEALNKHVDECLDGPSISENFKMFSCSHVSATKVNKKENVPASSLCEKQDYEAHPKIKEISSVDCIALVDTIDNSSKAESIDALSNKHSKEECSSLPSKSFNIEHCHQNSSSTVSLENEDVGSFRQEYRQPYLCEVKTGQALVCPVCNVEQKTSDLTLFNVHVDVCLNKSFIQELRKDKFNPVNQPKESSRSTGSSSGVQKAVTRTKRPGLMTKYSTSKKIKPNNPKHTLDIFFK
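Kinetic fluorescence screen: compound preincubated 15 min RT with 10 nM enzyme; 50 nM substrate (final) initiates; reads at 0/10 min.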
APE1 inh = inhibitors of human APE1 endonuclease; recombinant APE1, TAMRA/BHQ-2 abasic DNA cleavage fluorescence; Potency, µM (titrated, usually from 65.8 µM), for the others: top-dose activity change, negative = inhibition, usual class: inhibitors; actives 0.35% (n = 350,000);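 note: potency is the fitted concentration of half-maximal effect; plate controls were vehicle for no effect and reference inhibitor for full effect; nearly all actives have a fitted effect of over 55% in size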
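Activity was derived from the fluorescence gain between first and third kinetic reads (60 s intervals, ex 525/em 598 nm) after 50 nM THF-abasic TAMRA/BHQ-2 duplex was added to 0.75 nM APE1 preincubated 15 min with compound.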
POLH inh = blocks human DNA polymerase eta activity | actives 1.2% (n = 390,000) | Potency, µM (top dose mostly 114 µM), for inactives: at the top dose activity change, negative = inhibition, usual class: inhibitors | recombinant Pol eta, fluorescent DNA replication assay | AID 588591 | Q9Y253; note: potency is the fitted concentration of half-maximal effect; % is set by controls: 0 for no effect and ±100 for the full control effect
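Pol eta (10 nM) was preincubated with compounds for 15 min at room temperature, after which fluorescent replication substrate (50 nM final) was added to start the reaction. Fluorescence was read kinetically at 0 and 10 min.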
Anesthetic bind = candidate novel general anesthetic via apoferritin binding; P02791; apoferritin/1-aminoanthracene competitive binding, fluorescence; Potency, µM (doses to about 77.5 µM), for the others: at the top dose activity change, negative = displacement, most hits filed as inhibitors; actives 0.074% (n = 350,000); note: potency is the fitted concentration of half-maximal effect; % is set by controls: 0 for no effect and ±100 for the full control effect; nearly all actives have a fitted effect of over 20% in size
Target sequence (P02791 2-175 limits assumed): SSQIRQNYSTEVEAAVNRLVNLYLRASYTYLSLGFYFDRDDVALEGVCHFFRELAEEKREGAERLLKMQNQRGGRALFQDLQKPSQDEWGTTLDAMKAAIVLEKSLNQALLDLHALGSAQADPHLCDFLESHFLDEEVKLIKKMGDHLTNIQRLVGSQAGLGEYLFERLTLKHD
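Concentration-response curves derived by four-parameter Hill fitting of normalized fluorescence, where compounds displaced 1-AMA from 10 uM horse apoferritin following a brief 10 min room-temperature incubation; propofol titration acted as positive control.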
Pol beta inh = inhibitors of human DNA polymerase beta; Pol beta primer extension/strand displacement, fluorescence kinetic; Potency, µM (top dose mostly 114 µM), inactives show at the top dose activity change, negative = inhibition, most hits filed as inhibitors; actives 1.3% (n = 340,000); note: potency is the fitted concentration of half-maximal effect; % is set by controls: 0 for no effect and ±100 for the full control effect
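10 nM enzyme + cpd, 15 min RT; start with substrate 50 nM final; read 0 min and after 10 min RT. Corrected, normalized data; 4-parameter Hill curve fit.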
ERG-DNA inh = blocks human ERG Ets domain binding to DNA. P11308. fluorescence polarization, His-ERG Ets domain / labelled DNA. Potency, µM (doses to about 76.9 µM), inactives show at the highest dose FP activity, negative = inhibition, actives largely listed as inhibitors. actives 0.028% (n = 370,000). AID 624246; active = well fitted inhibition curve with a large enough effect in the polarisation, with a control signal flat; inconclusive = small, poorly fitted or top-dose-only effect, or effect the other way, or a change in a side signal; inactive = no such curve, though single readings can be large or run the other way; the % refers to the polarisation;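 note: polarization taken with two DNA probes labelled with fluorescein and Texas red; potency is the fitted concentration of half-maximal effect; % of control where 0% means no effect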
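His-tagged ERG Ets domain (1 uM in the protein solution; 300mM KCl, 50mM Tris-HCl, 1mM EDTA, 1mM DTT, pH 7.5) received compound, then a probe mix of 5 nM fluorescein-DNA and 100nM Texas-615-DNA. Fluorescence polarization was read for both dyes.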
12-LOX inh = blocks human arachidonate 12S-lipoxygenase. actives 1.1% (n = 580,000). Potency, µM (series often up to 108 µM), for inactives: at the highest dose activity change, negative = inhibition, usual class: inhibitors. P18054. purified 12hLO, xylenol orange hydroperoxide absorbance; note: potency is the fitted concentration of half-maximal effect; % is set by controls: 0 for no effect and ±100 for the full control effect
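Purified human 12hLO at 150 nM in 25 mM Hepes, 0.01% Triton X-100, pH 7.0, preincubated 15 min at room temperature with compound. Reaction started with 40 uM arachidonic acid, 30 min at room temperature. Hydroperoxide measured by Fe-xylenol orange, 573/405 nm absorbance ratio.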
RGS4 inhibitor = blocks human RGS4-accelerated GTP hydrolysis; P49798; Transcreener GDP fluorescence polarization, RGS4-accelerated GTP hydrolysis; Potency, µM (highest dose often 114 µM), for inactives: top-dose activity change, negative = inhibition, usual class: inhibitors; actives 0.039% (n = 390,000); note: potency is the fitted concentration of half-maximal effect; % is set by controls: 0 for no effect and ±100 for the full control effect; nearly all actives have a fitted effect of over 75% in size; some results filed as inactive show a strong effect at the top dose
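MLSMR compounds (23 nl, pin-transferred) preincubated 10 min at room temperature with a 500nM (2x) first reagent, then RGS4 at 900nM (2x) plus Transcreener GDP mix added; fluorescence polarization (620/688 nm) read before and after 90 min at 30 °C.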
* = called active by the depositor; ? = inconclusive; . = not tested or not shown; & = joins results of further samples; [ ] = dose if it differs, or a comment. Unless noted, calls come from the whole dose curve; as a rule, active = well fitted curve in the direction sought with a large enough effect; inconclusive = small, poorly fitted or top-dose-only effect, or another doubt; inactive = no such curve, though single readings can be large; an effect the other way counts as inactive or inconclusive.

SMILES	LDHA inh	Pol kappa inh	APE1 inh	POLH inh	Anesthetic bind	Pol beta inh	ERG-DNA inh	12-LOX inh	RGS4 inhibitor
Cc1cccc(Cn2c(-c3cccc(Br)c3)nc3ccccc32)c1	3	-2%[60.1 µM]	.	-3%	-6%	77%	-2%	-18%	10%
CC(=O)c1cccc(Nc2c3c(nc4nc(-c5cccs5)nn24)CCCC3)c1	-4	-6%[60.1 µM]	.	-3%	-20%	-2%	-3%	-16%	-14%
CN(Cc1ccccc1)C(=O)c1cccc(C(=O)N(C)Cc2ccccc2)c1	-9	-12%	-5%	-10%	-4%	4%	-4%	0%	2%
COc1ccc(/C(O)=C2\C(=O)C(=O)N(c3cc(C)on3)C2c2ccccc2OC)cc1 (centres undefined)	1	1%	-17%	0%	-12%	22%	-1%	?	-3%
Cc1cccc(N2CCN(C(=O)CCSCc3ccccc3F)CC2)c1C	2	-7%[60.1 µM]	.	-12%	0%	-2%	-4%	?	-1%
NC(=O)CC(NC(=O)c1ccccc1)c1ccc(N2CCCCCCC2)c([N+](=O)[O-])c1 (centres undefined)	-1	4%	6%	-24%	?	1%	-15%	-30%	-7%
CC(=O)NC(Cc1ccccc1F)C(=O)NC1CCN(C(=O)Nc2ccc(C)cc2)CC1 (centres undefined)	-1	7%	45%[activator]	-4%	-1%	0%	3%	-4%	-4%
COc1ccc(C(=O)Nc2nc3n(n2)C(c2ccc(Cl)cc2)C=C(c2ccccc2)N3)cc1OC (centres undefined)	-9	1%	.	-5%	282%[activator]	-17%	-4%	-28%	-28%
CC1(C)CC2CC(C)(CN2C(=O)COC(=O)c2ccccc2C(F)(F)F)C1 (centres undefined)	1	-4%	-11%	-13%	.	.	-5%	-20%	-14%
Cc1ccc(/C=N/NC(=S)NCCc2ccccc2)s1	-1	2%	-1%	-5%	-1%	6%	8%	8%	-23%
COC(=O)c1cc(C(=O)OCC(=O)N(C)C2CCS(=O)(=O)C2)cc([N+](=O)[O-])c1 (centres undefined)	-4	0%	-4%	-17%	-8%	-11%	4%	1%	-12%
COc1cccc(-n2nnnc2SCC(=O)Nc2ccc(NC(C)=O)cc2)c1	-3	4%	14%	-2%	2%	15%	5%	-6%	-78%[56.9 µM]
CS(=O)(=O)N(CC(=O)Nc1cc(Cl)ccc1Cl)c1ccccc1	-2	-5%	0%	-9%	?	-1%	-2%	-4%	-9%
COc1ccccc1NC(=O)N1CCN(c2ccnc3cc(Cl)ccc23)CC1	-12	-6%	-8%	-10%	-1%	1%	-3%	249%[activator]	-16%
O=[N+]([O-])c1ccccc1N/N=C\c1ccccc1F	-9	6%	11%	-14%	-8%	-20%	-11%	0%	4%
CCOc1ccccc1N(CC(=O)NCc1ccccc1)C(=O)CCC(=O)Nc1cc(C)ccn1	-4	-13%	1%	-12%	-23%	-21%	-5%	4%	-17%
CCCCN(CCCC)CCCNC(=O)CC1Oc2ccc(C)cc2NC1=O (centres undefined)	2	7%	2%	-7%	-1%	-3%	1%	-2%	-20%
COc1ccc(-c2ccc(CO)o2)cc1N	3	?	6%	-26%	-10%	-12%	12%	-12%	-8%
CC(C)n1c2ccccc2c2cc([N+](=O)[O-])ccc21	-1	1%	1%	-20%	-10%	12%	0%	12%	19%
CCn1c(=NC(=O)C2COc3ccccc3O2)sc2c(C)ccc(OC)c21 (centres undefined)	0	-12%	23%	-4%	-20%	?	3%	0%	-2%
CN1C(=O)Cc2cc(S(=O)(=O)NCCc3ccccc3)ccc21	-9&-1	4%&-14%	4%	-12%&3%	?	-7%&1%	5%&8%	-9%&-7%	-12%&-6%
CCC(C)(C)NC(=O)C(c1cccc(OC)c1)N(C(=O)c1ccn[nH]1)c1cccc(OC)c1 (centres undefined)	7	-7%	-2%	-1%	-20%	13%	4%	-8%	-4%
CC(=O)NC(CCS(C)(=O)=O)C(=O)Nc1ccc2c(c1)OCO2 (centres undefined)	7	17%	-3%	-7%	4%	-14%	-2%	16%	-25%
Cc1ccc(NC(=O)CCCn2c3ccccc3c(=O)c3cc(C)ccc32)c(Br)c1	-6	-7%	.	-24%	5%	?	-1%	?	-28%
COc1ccc(C2c3ccc4ccccc4c3Oc3ncn(CCCO)c(=N)c32)cc1 (centres undefined)	3	-3%	2%	?	-3%	-20%	-3%[15.4 µM]	?	-33%
SMILES	LDHA inh	Pol kappa inh	APE1 inh	POLH inh	Anesthetic bind	Pol beta inh	ERG-DNA inh	12-LOX inh	RGS4 inhibitor
O=c1ccc2cc(S(=O)(=O)NCc3ccccc3)ccc2[nH]1	-19	-7%	2%	-10%	-16%	-17%	4%	17%	7%
COc1ccc(/C=N/NC(=O)c2ccncc2)cc1Cn1nc([N+](=O)[O-])c(Br)c1C	2	2%	-7%	-12%	?	-25%	7%	1%	-37%
Cc1ccc(C(=O)Nc2ccccc2C(=O)N2CCCCCC2)cc1	-8	-9%	-1%	-14%	-9%	18%	-6%	?	-7%
Cc1cccc(Nc2c(-c3ccsc3)nc3nc(C)cc(C)n23)c1	-1	-8%	.	8%	84%[activator]	-23%	9%	?	3%
O=C(Nc1cccc([N+](=O)[O-])c1)N1CCCCCC1	-2	0%	-7%	1%	?	15%	-6%	3%	42%
CC(C)n1cnc(S(=O)(=O)N2CCCC(C(=O)NCc3ccccc3Cl)C2)c1 (centres undefined)	-11&-6	-11%[60.1 µM]	.	-2%	50%[activator]	5%	5%	10%&-1%	13%
CC(C)C(NS(=O)(=O)c1ccccc1)C(=O)OCc1cc([N+](=O)[O-])cc2c1OCOC2 (centres undefined)	-2	-14%	-2%	-20%	?	-4%	-10%	-20%	-4%
COC(=O)C1CC(O)CN1S(=O)(=O)c1cccs1 (centres undefined)	-5	-5%	1%	-21%	-4%	1%	5%	0%	13%
NC(=O)CSc1nc2ccccc2c(=O)n1Cc1ccccc1	-2	8%	15%	4%	-5%	1%	5%	-5%	-2%
Cc1ccc(-n2nc3c(c2NC(=O)c2c(F)cccc2Cl)CS(=O)(=O)C3)cc1C	-5	-5%	15%	-8%	-16%	14%	-2%	0%	17%
O=C(CCCC(=O)Nc1cccnc1)Nc1cccnc1	-3	1%	2%	-13%	29%	4%	8%	142%[activator]	-3%
COC(CNS(=O)(=O)c1ccc(S(=O)(=O)N2CCCC2)cc1)OC	-8	-3%	-5%	3%	-2%	-9%	1%	-1%	18%
CC(C)CN1CCC(=O)N([C@H](CSc2ccccc2)Cc2ccccc2)CC1	0	0%&-13%	30%	-5%	-17%	-3%	-9%	-15%	-9%
Cc1cc(OCC(=O)OCC(=O)Nc2cc(S(=O)(=O)N3CCOCC3)ccc2Cl)ccc1Cl	-1	-17%	-5%	-18%	.	.	-6%	5%	-4%
COC(=O)NNC(=O)C(c1ccccc1)c1ccccc1	-5	-5%	.	-21%	.	.	6%	18%	5%
COc1ccc(-c2noc(-c3cccc(OC)c3OC)n2)cc1OC	-1	1%	4%	-2%	-17%	16%	2%	13%	9%
Cc1c(Cl)cccc1NC(=O)NN1CCN(C)CC1	-4	-10%	15%	-12%	-5%	30%	1%	5%	17%
Cc1ccc(N2C(=O)C3C(C2=O)C(C(=O)c2ccc(Cl)cc2)N2CCCC32)cc1 (centres undefined)	-6	-2%	10%	-12%	?	12%	3%	-17%	-20%[11.4 µM]
COC(=O)c1cc(C)nc(N)c1C#N	0	-8%	2%	-8%	525%[activator]	-2%	5%	0%	10%
CN(c1ccccc1)c1nc(N)c([N+](=O)[O-])c(Nc2cccc(F)c2)n1	-5	5%	4%	-19%	-21%	28%	4%	?	7%
COc1cccc(N=c2oc3c(C)ncc(CO)c3cc2C(N)=O)c1	-4	-22%	-2%	-5%	-14%	40%	2%	-27%	34%
COc1cc(-c2nnc(SCC(=O)N(Cc3ccccc3)C(C)(C)C)o2)cc(OC)c1OC	1	-10%[60.1 µM]	-4%	-12%	62%[activator]	0%	.	10%	7%
CCOc1ccccc1NC(=O)CN1CCC(C(=O)c2ccc(OC)cc2)CC1	-3	-13%	4%	-23%	11%	29%	3%	-10%	-27%
COC(=O)c1cc(-c2cccs2)nc2ccccc12	-15&-3	-5%	18%	-7%	87%[activator]	2%	16%	?	-1%
Cc1ccnc(NC(=O)C2CCN(S(=O)(=O)c3cccc(C(F)(F)F)c3)CC2)c1	1	-12%	-1%	-16%	-3%	3%	-5%	0%	-27%
Cc1ccc(NC(=O)COC(=O)c2ccc(OCc3c(C)noc3C)cc2)cc1S(=O)(=O)N1CCOCC1	-6	-1%	-4%	-4%	-5%	4%	-6%	1%	10%

Three of the entries above in order of the RGS4 inhibitor value, ascending:
compound	RGS4 inhibitor
CC(C)C(NS(=O)(=O)c1ccccc1)C(=O)OCc1cc([N+](=O)[O-])cc2c1OCOC2 (centres undefined)	-4%
CC(C)n1cnc(S(=O)(=O)N2CCCC(C(=O)NCc3ccccc3Cl)C2)c1 (centres undefined)	13%
COc1cccc(N=c2oc3c(C)ncc(CO)c3cc2C(N)=O)c1	34%

Some of the compounds tested (hit frequency here may not be typical).
